Assay outcomes from PubChem.
inhibitors of VEEV – inhibitors of VEEV TC-83 cytopathic effect, confirmation, Vero cells (AID 588727). Vero cells, VEEV TC-83 cytopathic effect inhibition; higher % means a stronger effect. inhibition, % at 20 µM; hits with a dose series show IC50 in µM. 350,000 compounds, 0.13% hits; in the data active means a potency from the dose series; inconclusive means inhibition mostly from about 14% at the one dose, without a potency; inactive means the rest, 99 in 100 with inhibition below about 12%; further: strong numbers were not always called active
Salmonella PhoP GFP – PhoP regulon inhibitors, Salmonella typhi PhoP promoter GFP reporter, confirmatory (AID 1850); 310,000 compounds, 0.33% hits; inhibition, % at 50 µM, or IC50 in µM where a hit was titrated; Salmonella Typhi PhoP-promoter GFP reporter, fluorescence, 4 h; higher % means a stronger effect; in the data active means a potency from the dose series; inconclusive means inhibition mostly from about 25% at the one dose, without a potency; inactive means the rest, 99 in 100 with inhibition below about 19%;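 further: 0% = induced wells with vehicle and 100% = uninduced wells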
M. tuberculosis HTS – M. tuberculosis growth inhibition, HTS (AID 449762); M. tuberculosis H37Rv growth inhibition, 7H9 media; higher % means a stronger effect; inhibition, % at 25 µM, or IC50 in µM where a hit was titrated; 330,000 compounds, 0.59% hits; in the data active means a potency from the dose series; inconclusive means inhibition above about 70% without an active follow-up result;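 further: bacterial growth assessed after seven days of incubation; strong numbers were not always called active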
influenza NS1A – H1N1 influenza NS1A inhibitors, functional cell based assay (AID 504329). 340,000 compounds, 0.3% hits. NS1A functional cell-based assay, percent inhibition; higher % means a stronger effect. inhibition, % at 12.5 µM, or IC50 in µM where a hit was titrated; in the data active means a potency from the dose series; inconclusive means inhibition above about 27% without an active follow-up result; further: strong numbers were not always called active
tuberculosis growth – growth inhibition of non-replicating M. tuberculosis (AID 488890); Mycobacterium tuberculosis non-replicating, growth inhibition; higher % means a stronger effect; inhibition, % at 25 µM; hits with a dose series show IC50 in µM; 320,000 compounds, 0.39% hits; in the data active means a potency from the dose series; inconclusive means inhibition mostly from about 82% at the one dose, without a potency; inactive means the rest, 99 in 100 with inhibition below about 76%;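 further: plate controls were DMSO cells for no effect and high antibiotic wells for full effect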
inhibitors of VEEV 10K pilot screen – further read-out of inhibitors of VEEV, marked with its call; inhibition, %; measured here: 10K pilot screen inhibition
Active calls of the source: *; i = inactive; ? = inconclusive; / = no result given. Outcome played no part in choosing rows, and some 1.5% of all compounds hit somewhere here.

SMILES | inhibitors of VEEV | Salmonella PhoP GFP | M. tuberculosis HTS | influenza NS1A | tuberculosis growth | others
CCc1nnc(NC(=O)COc2ccccc2[N+](=O)[O-])s1 | 0.7% | -2.8% | -0.6% | 2.3% | -6.9%
COc1ccc2[nH]c(=O)c(CN(C(=O)COc3ccccc3)C(C)C)cc2c1 | 10.1% | 1.4% | -9.5% | -4.7% | 10.6%
CCCC(=O)Nc1ccccc1N1CCN(C(=O)c2ccccc2)CC1 | 8.5% | 0.7% | -1.6% | 8.1% | -1.1%
CCCCNC(=O)CCc1nc2cccnc2n1Cc1ccc(OC)cc1 | 4.2% | -10.3% | 6.9% | 2.4% | 7.3%
O=C(CNC(=O)Cc1ccccc1)N=Nc1c(O)[nH]c2ccc(Br)cc12 | 3.8% | -20.9% | -4.6% | -3.5% | -3.2%
O=c1c(Cc2ccc(F)cc2)c(O)ccn1Cc1cccc(Cl)c1 | 3.1% | -1.0% | -6.3% | -8.4% | -11.9%
CN(C)CCCNC(=O)C[C@H]1C[C@H](C(=O)N2CCOCC2)[C@@]2(C)c3[nH]c4ccc(Cl)cc4c3CCN2C1=O | 0.2% | / | / | -10.9% | /
COc1ccc(NC(=O)COc2ccc(/C=N/NC(=O)c3cccnc3)cc2OC)cc1 | 1.2% | -5.2% | 6.4% | 5.3% | 20.2% | inhibitors of VEEV 10K pilot screen=5.7
O=C(/C=C/c1ccco1)OCc1nnc(-c2ccccc2)o1 | 1.6% | 11.5% | ? | -0.5% | 55.1%
Cn1c(N2CCCCC2)nc2c1c(=O)n(Cc1cccc(Br)c1)c(=O)n2C | 1.8% | / | / | -12.1% | /
O=C(Nc1ccc(S(=O)(=O)N2CCCC2)cc1)C1CCCCC1 | 1.3% | 8.2% | 10.5% | -7.1% | 13.1%
O=C(CNS(=O)(=O)c1cccs1)NCc1ccccc1 | 1.3% | 2.0% | 0.8% | -2.1% | -6.4%
O=C(CCNS(=O)(=O)c1ccccc1)OCc1nnc(-c2ccccc2)o1 | 2.0% | -2.4% | 25.8% | -1.8% | -6.0%
COc1cc(C(=O)Nc2ccc3oc(-c4cccnc4)nc3c2)cc(OC)c1OC | 9.5% | 4.6% | -9.3% | 9.1% | -15.3%
COc1ccc(S(=O)(=O)Nc2nc3n(n2)C(c2ccc(Cl)cc2)CC(=O)N3)cc1 (stereo unspecified) | 0.1% | -2.5% | -3.2% | -6.3% | 7.6%
Cc1ccc(CNC(=O)CN2C(=O)c3ccccc3S2(=O)=O)cc1 | i | 2.1% | -0.6% | 5.1% | -0.5%
COc1ccc(CN2CCN(C(=O)c3ccc(F)cc3)CC2)c(OC)c1 | 1.2% | -0.7% | 7.7% | 20.3% | 9.6%
CC(C)[C@H](NC(=O)C1CCN(S(=O)(=O)c2ccccc2)CC1)C(=O)NCc1ccccc1 | 1.4% | -18.1% | -3.2% | 6.7% | 16.1%
CCCCn1cnc2c(=S)nc(N)[nH]c21 | 0.1% | 18.9% | 8.8% | -10.7% | -5.7%
O=C(COC(=O)C1CC(=O)N(Cc2ccccc2)C1)c1ccc(F)cc1 (stereo unspecified) | 1.6% | 3.1% | 3.7% | 10.2% | 6.4%
Clc1cc(NCc2ccccc2)ncn1 | 0.3% | -17.2% | -1.1% | 5.9% | -5.3%
CCOc1cc(/C=C/C(=O)c2ccc(OC)c(CN3CCOCC3)c2)cc(Br)c1O | ? | 11.2% | ? | 6.6% | 64.8%
CCOC(=O)N1CCN(C(=O)CSc2cc(C)nc3c(-c4ccccc4OC)c(C)nn23)CC1 | i | 0.8% | -2.7% | -0.8% | 20.4%
CCC(=O)NC(=S)Nc1ccc(NC(=O)CC)cc1 | 0.3% | 1.8% | -11.1% | 4.9% | 13.9%
Cc1ccc(CN2CCN(/N=C/c3cc(Br)cc(Br)c3O)CC2)c(C)c1 | 1.1% | -3.5% | -7.6% | -3.2% | 35.6%

Compounds from the list above that have fluorine, in the order listed:
SMILES | inhibitors of VEEV | Salmonella PhoP GFP | M. tuberculosis HTS | influenza NS1A | tuberculosis growth | others
O=c1c(Cc2ccc(F)cc2)c(O)ccn1Cc1cccc(Cl)c1 | 3.1% | -1.0% | -6.3% | -8.4% | -11.9%
COc1ccc(CN2CCN(C(=O)c3ccc(F)cc3)CC2)c(OC)c1 | 1.2% | -0.7% | 7.7% | 20.3% | 9.6%
O=C(COC(=O)C1CC(=O)N(Cc2ccccc2)C1)c1ccc(F)cc1 (stereo unspecified) | 1.6% | 3.1% | 3.7% | 10.2% | 6.4%

A draw from above in order of length of the SMILES, descending.
SMILES | inhibitors of VEEV | Salmonella PhoP GFP | M. tuberculosis HTS | influenza NS1A | tuberculosis growth | others
CC(C)[C@H](NC(=O)C1CCN(S(=O)(=O)c2ccccc2)CC1)C(=O)NCc1ccccc1 | 1.4% | -18.1% | -3.2% | 6.7% | 16.1%
O=c1c(Cc2ccc(F)cc2)c(O)ccn1Cc1cccc(Cl)c1 | 3.1% | -1.0% | -6.3% | -8.4% | -11.9%
CCc1nnc(NC(=O)COc2ccccc2[N+](=O)[O-])s1 | 0.7% | -2.8% | -0.6% | 2.3% | -6.9%

(more compounds)
SMILES | inhibitors of VEEV | Salmonella PhoP GFP | M. tuberculosis HTS | influenza NS1A | tuberculosis growth | others
CCCS(=O)(=O)N1CCN(CCN2C(=O)c3cccc4cccc(c34)C2=O)CC1 | 4.4% | 5.3% | -0.2% | 10.7% | -9.7%
O=C(CSc1ncn[nH]1)N1c2ccccc2Sc2ccccc21 | 6.2% | -24.8% | -2.6% | -9.4% | -6.1%
CC(=O)Nc1ccc(NS(C)(=O)=O)cc1 | 3.2% | -0.6% | -4.9% | -0.1% | -8.6%
O=C(O)c1ccccc1C(=O)NCCc1c(C(=O)O)[nH]c2ccc(Cl)cc12 | 0.1% | 15.0% | 7.7% | -6.8% | 0.8%
C#CCOCCOCCOCCNc1nc(N2CCN(C(=O)Cn3cc(CCCCN)nn3)CC2)nc(N2CCN(C(=O)[C@H](C(C)C)n3cc(CCO)nn3)CC2)n1 | 0.8% | -4.4% | 8.1% | -9.6% | 4.0%
COc1ccc(C(=O)NC(=S)NC(C)(C)C)cc1Br | 5.0% | 3.7% | 23.4% | -15.9% | 73.7%
COc1ccc(NC(=O)COc2ccc3c(c2)CCC3)cc1S(N)(=O)=O | 2.5% | / | -1.6% | -11.4% | 9.6%
COC(=O)CN(c1ccc(Cl)cc1C)S(C)(=O)=O | 1.6% | -1.4% | -7.6% | -2.1% | -16.7%
CC(C)n1cc(C(N)=S)c(=O)n(Cc2ccccc2)c1=O | i | -18.4% | -3.3% | -15.2% | -8.2%
CC1=NN(/C(=N\c2nnc(C)s2)Nc2ccccc2)[C@H](c2ccc(C)cc2)S1 | 4.8% | 1.0% | -3.9% | 0.6% | 55.0%
c1ccc2sc(C3CCNCC3)nc2c1 | 0.5% | 15.1% | 2.0% | 0.0% | 11.6%
CN=CC1=C(O)C(C(=O)OC)C(C)(C)CC1=O (stereo unspecified) | 0.5% | 12.1% | 0.6% | 11.9% | -3.0%
CCN(C(=O)c1c(-c2ccccc2)noc1C)c1ccccc1 | 2.8% | 14.6% | -12.1% | 0.9% | /
CCOc1ccc(CCNC(=O)CS(=O)Cc2nc(-c3ccccc3Cl)oc2C)cc1OCC (stereo unspecified) | 2.9% | 5.2% | 1.2% | -4.0% | 11.7%
Cc1ccc(NS(=O)(=O)c2cccc(C(=O)NCC(c3ccc(F)cc3)N3CCOCC3)c2)cc1 (stereo unspecified) | 1.2% | 7.3% | 40.8% | 5.0% | 4.4%
COc1ccc(S(=O)(=O)N(CCCN2CCOCC2)Cc2cccc3ccccc23)cc1 | 4.0% | -3.9% | 45.6% | 8.1% | 22.6%
CCCNC(=O)c1cc(-c2ccccc2)c(N2CCCCC2)s1 | 1.8% | 9.4% | 2.1% | -16.7% | -14.9%
C/C(=N\N(C)c1ccccc1)c1c(O)[nH]c(=O)[nH]c1=O | 4.8% | -0.5% | -0.2% | -2.1% | -8.6%
CC1CN(S(=O)(=O)c2cccc(C(=O)Nc3ccc(S(=O)(=O)Nc4ncccn4)cc3)c2)CC(C)O1 (stereo unspecified) | 0.6% | / | / | -9.2% | /
COC(=O)C1=C(c2ccc(C(C)=O)cc2)C[C@@H]2CC[C@H]1N2C(=O)N1CCCCC1 | 1.1% | / | -8.9% | -0.4% | 18.7%
CCn1c(O)c(C=Nc2ccc(N3CCOCC3)cc2)c(=O)n(CC)c1=S | 2.3% | -18.1% | -16.2% | -20.2% | 22.7%
CCOc1ccccc1C(=O)NCC(=O)OCC(=O)N1CCCC1 | 1.6% | / | -1.8% | -15.3% | 5.8%
Cc1cc(F)ccc1NC(=O)Nc1ccc2c(c1)OCO2 | 0.1% | -0.5% | 2.0% | -12.3% | 18.3%
Cc1cccc(C)c1NC(=O)c1nc(S(=O)(=O)Cc2ccccc2)ncc1Cl | ? | -5.7% | 11.9% | -8.2% | ?
CCc1cccc(OCC(=O)Nc2cc(Cl)ccc2-n2cncn2)c1 | 6.2% | / | -0.1% | 10.2% | 28.1%
SMILES | inhibitors of VEEV | Salmonella PhoP GFP | M. tuberculosis HTS | influenza NS1A | tuberculosis growth | others
Cc1cc(NC(=O)CCC(=O)N(CC(=O)NC2CCCC2)c2cccc(C)c2C)no1 | i | 11.3% | -2.8% | 14.6% | 6.3%
O=C(Nc1ccc(F)cc1)c1cccc2c1C(=O)N(Cc1ccccn1)C2 | i | 0.1% | 9.2% | -0.3% | 30.1%
CCc1c(C)nc(N2CCN(c3ccc(Cl)cc3)CC2)[nH]c1=O | 1.5% | -8.0% | 9.5% | -11.6% | 24.6%
CCOC(=O)c1c(C)n(-c2ccc(C)cc2)c2c(C(C(C)=O)C(=O)O)c(Br)c(O)c(O)c12 (stereo unspecified) | 4.3% | 10.0% | 16.3% | -0.5% | 6.6%
Cc1ccc2[nH]c(O)c(N=NC(=O)CCc3ccccc3)c2c1Br | 4.8% | 1.7% | -2.4% | -5.2% | 2.7%
COCCNC(=O)CN(Cc1ccc(F)cc1)C(=O)CCC(=O)Nc1nccs1 | 0.5% | 5.1% | -2.4% | 10.2% | 1.7%
CC(=O)N(CCCCl)C(C#N)c1ccccc1 (stereo unspecified) | i | -2.3% | 6.8% | -12.5% | 12.6%
CCCOc1ccc(CC(=O)NNC(=S)Nc2ccccc2)cc1Br | 0.1% | 5.9% | -9.3% | 13.1% | 71.5%
COc1cc(S(=O)(=O)N(Cc2ccccn2)Cc2ccccc2Cl)ccc1-n1cnnn1 | i | 1.7% | 0.9% | 4.5% | -0.9%
COC(=O)Cn1c(=O)c2c(nc(Br)n2Cc2ccccc2Cl)n(C)c1=O | 0.3% | -3.5% | -0.8% | 7.7% | 23.7%
COc1ccc(C2c3ccsc3CCN2C(=O)NC(C)(C)C)cc1 (stereo unspecified) | i | -5.2% | -3.4% | -1.7% | 19.4%
[O-]/[N+](=C\c1ccccc1)c1ccccc1 | 0.5% | / | -6.7% | -2.5% | / | inhibitors of VEEV 10K pilot screen=0.5
CC(C)c1ccc(NC(=O)C(=O)C2C(=O)Nc3ccccc32)cc1 (stereo unspecified) | 4.9% | 9.0% | 21.9% | 0.9% | 76.4%
O=c1cc(-c2ccccc2Cl)oc2c(NS(=O)(=O)c3cccs3)ccc(O)c12 | 2.8% | -30.4% | -4.1% | 2.0% | -14.9%
Cc1ccc(-c2nnc(N3CCOCC3)c3ccccc23)cc1S(=O)(=O)N(C)C | 0.6% | / | / | -24.8% | /
O=C(NCCCN1CCN(c2cccc(Cl)c2)CC1)c1nc(-c2ccncc2)no1 | 5.3% | 11.3% | -3.9% | 9.5% | 32.2%
CCOc1cccc(N2C(=O)CC(N3CCC(C(N)=O)(N4CCCCC4)CC3)C2=O)c1 (stereo unspecified) | 0.3% | 4.3% | -9.0% | 5.4% | 5.6%
CCc1ccc(CCC(=O)Nc2ccc(Br)cc2)o1 | 0.0% | -0.4% | 69.9% | -16.0% | ?
O=C1c2cccc3c(N4CCOCC4)c([N+](=O)[O-])cc(c23)C(=O)N1c1cccc2ccccc12 | 7.4% | -9.0% | ? | 7.2% | 4.6%
Cc1ccc(OCC(=O)NNC(=O)C2CSC3(C)CCC(=O)N23)cc1 (stereo unspecified) | 0.9% | -8.3% | -15.0% | -2.7% | 0.0%
O=C(COC(=O)c1n[nH]c2ccccc12)Nc1ccccc1F | 1.5% | / | -0.3% | 2.9% | -9.5%
O=C(O)C1CCCCC1C(=O)NCCCn1ccnc1 (stereo unspecified) | i | 4.0% | 4.8% | -0.7% | 3.8%
COc1cc(/C=N/Nc2nc3ccccc3o2)cc(OC)c1O | 3.8% | -1.0% | 1.7% | 1.3% | 8.7%
CC(C)CCN(C(=O)c1csnn1)C(C(=O)NC1CCCC1)c1ccc(F)cc1 (stereo unspecified) | 0.9% | -2.1% | 3.3% | 1.1% | 12.8%
